From PubChem BioAssay
PI4K2A block – blocks human PI4K2A kinase activity; hit rate 0.13% among 420,000; purified PI4K2A, ADP-Glo luminescence, 1 h; hits give low values; Q9BTU6; activity change, negative = inhibition, % at 76.9 µM; in the data active = activity change below about -50%; inconclusive = mostly about -30% to -49%;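 note: -100% = wells without enzyme as full effect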
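PI4K2A activity was measured by ADP-Glo luminescence: enzyme (4 ug/mL stock) and phosphatidylinositol (1.2 mM stock) in Tris pH 7.5/MgCl2/EGTA/Triton X-100 buffer were reacted with ATP (300 microM stock) for one hour at ambient temperature.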
LDHA block – blocks human lactate dehydrogenase A; purified LDHA, NADH/diaphorase-resazurin fluorescence; hits give low values; activity change, % (values are at about 110 or 230 µM); hit rate 0.15% among 480,000; AID 1347041; in the data active = activity change below about -30%; inconclusive = mostly about -25% to -30%;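 note: plate controls were DMSO wells for no effect and wells without enzyme for full effect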
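Remaining NADH was detected by diaphorase (0.133 mg/mL) converting 37 µM resazurin to fluorescent resorufin, read at 0 and 20 minutes. The preceding 5-minute room-temperature reaction used 2 nM LDHA, 0.2 mM sodium pyruvate and 0.06 mM NADH at pH 7.4.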
mIDH1 inhibitor – blocks human mutant IDH1 R132H enzyme; O75874; IDH1-R132H enzyme, NADPH consumption, diaphorase/resazurin fluorescence; Potency, µM (series often up to 76.6 µM), without a hit: at the top dose activity change, negative = inhibition, most hits filed as inhibitors; hit rate 0.093% among 390,000; AID 602179; note: potency is the fitted concentration of half-maximal effect; % is set by controls: 0 for no effect and ±100 for the full control effect; nearly all actives have a fitted effect of over 65% in size
Target sequence (O75874 whole entry R132H, stated change not applied): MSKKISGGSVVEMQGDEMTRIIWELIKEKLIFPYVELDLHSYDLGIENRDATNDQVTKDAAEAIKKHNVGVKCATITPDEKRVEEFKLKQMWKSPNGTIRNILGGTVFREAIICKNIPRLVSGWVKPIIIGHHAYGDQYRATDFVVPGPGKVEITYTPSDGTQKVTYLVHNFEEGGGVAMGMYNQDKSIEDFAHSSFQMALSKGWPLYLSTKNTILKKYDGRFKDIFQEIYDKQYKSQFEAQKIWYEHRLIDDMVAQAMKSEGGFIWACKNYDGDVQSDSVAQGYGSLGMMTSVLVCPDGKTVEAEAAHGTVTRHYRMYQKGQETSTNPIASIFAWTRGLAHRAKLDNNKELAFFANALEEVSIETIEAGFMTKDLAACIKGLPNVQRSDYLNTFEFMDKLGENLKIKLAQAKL
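IDH1-R132H (0.5 ug/mL) preincubated 30 min with compound, then NADPH (0.016 mM) and alpha-KG (2 mM) added; 80 min at RT, pH 7.5. Remaining NADPH coupled via diaphorase/resazurin to fluorescence (540/590 nm); concentration-response curves normalized to no-enzyme control.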
Glioma ERSR ind – induces the endoplasmic reticulum stress response in human glioma cells; Potency, µM, without a hit: at the top dose activation, usual class: activators; hit rate 0.02% among 420,000; AID 602332; U87-MG GRP78 promoter luciferase reporter, 16 h; note: potency is the fitted concentration of half-maximal effect; series mostly up to about 76 µM; % of control where 0% means no effect; nearly all actives have a fitted effect of over 35% in size
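ERSR induction read as luciferase luminescence (Bright-Glo, 10 min at room temperature) in stably transfected human U87-MG glioma cells exposed to compounds for 16 h, using GRP78 as sensor.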
Vif-APOBEC3F blk – inhibitors of Vif-A3F interaction | HeLa A3F-eYFP + Vif (tagged APOBEC3F with the HIV-1 protein that degrades it), YFP fluorescence increase | hit rate 0.2% among 390,000 | Potency, µM (top dose mostly 46.1 µM), inactives show at the highest dose activity, negative = active; note: potency is the fitted concentration of half-maximal effect; % of control where 0% means no effect; nearly all actives have a fitted effect of over 65% in size
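HeLa cells stably expressing A3F-eYFP plus Vif, plated and incubated overnight at 37 deg C, then exposed to compounds overnight at 37 deg C. Blocked degradation read as raised yellow fluorescence (Ex 488/Em 500-530).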
TrxR1 substrate – substrates of rat thioredoxin reductase 1. hit rate 0.01% among 390,000. purified TrxR1 substrate turnover, NADPH consumption readout. O89049. Potency, µM (series often up to 114 µM), inactives show top-dose activity change, negative = substrate turnover; note: potency is the fitted concentration of half-maximal effect; % is set by controls: 0 for no effect and ±100 for the full control effect; nearly all actives have a fitted effect of over 50% in size
Target sequence (O89049 whole entry, looked up): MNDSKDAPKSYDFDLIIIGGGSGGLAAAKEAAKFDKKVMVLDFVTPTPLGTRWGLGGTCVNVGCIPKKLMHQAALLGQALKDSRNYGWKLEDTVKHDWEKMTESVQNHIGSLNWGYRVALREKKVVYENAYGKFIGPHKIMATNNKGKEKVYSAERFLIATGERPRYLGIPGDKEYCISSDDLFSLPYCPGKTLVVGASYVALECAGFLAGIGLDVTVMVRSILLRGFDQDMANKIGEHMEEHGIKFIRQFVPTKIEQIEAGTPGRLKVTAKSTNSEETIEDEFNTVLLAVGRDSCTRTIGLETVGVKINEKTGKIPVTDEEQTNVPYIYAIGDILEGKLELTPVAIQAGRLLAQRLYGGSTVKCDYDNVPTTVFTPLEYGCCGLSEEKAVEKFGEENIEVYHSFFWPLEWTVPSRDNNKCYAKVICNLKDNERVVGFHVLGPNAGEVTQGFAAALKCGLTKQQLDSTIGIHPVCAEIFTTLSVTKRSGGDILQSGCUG
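Rat TrxR1, dispensed at 90 nM, was prereduced with 400 uM NADPH (final) for 5 min at ~22 deg C, then incubated with compound 15 min before 400 uM selenite. A first-read NADPH fluorescence drop versus no-compound background flagged substrates.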
RXFP1 agonist – activates the human relaxin receptor RXFP1; AID 2676; hit rate 0.3% among 370,000; HEK293T-RXFP1 cAMP TR-FRET, 30 min; response scale: percent of porcine relaxin response, buffer zero; Potency, µM (titrated, usually from 57.5 µM), without a hit: at the top dose activation, hits mostly activators; note: potency is the fitted concentration of half-maximal effect; % is set by controls: 0 for no effect and ±100 for the full control effect; nearly all actives have a fitted effect of over 60% in size; many of its hits are not listed in these tables
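cAMP rise read by TR-FRET after 30 min, 37C compound exposure (up to 58 uM) in RXFP1-transfected HEK293 cells with Ro 20174 present. EC50 from Hill-equation fits, with 29 nM porcine relaxin as 100% and buffer as basal.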
USP1-UAF1 inh – inhibitors of human USP1/UAF1 deubiquitinase; hit rate 0.23% among 390,000; recombinant USP1/UAF1, Ub-Rhodamine cleavage fluorescence; Potency, µM (doses to about 57.1 µM), for the others: at the highest dose activity change, negative = inhibition, most hits filed as inhibitors; O94782; note: potency is the fitted concentration of half-maximal effect; % is set by controls: 0 for no effect and ±100 for the full control effect; nearly all actives have a fitted effect of over 60% in size; inactives centre near -12
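1 nM enzyme complex + cpd, 15 min RT; start with Ub-Rho 150nM final; kinetic fluorescence ex 480/em 540, 6 reads q60 s. Buffer 50mM HEPES pH 7.8, 0.5mM EDTA, 0.1 mg/ml BSA, 1mM TCEP, 0.01% Tween-20.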
Vif-A3G inh – inhibitors of Vif-APOBEC3G interaction. Potency, µM (series often up to 46.1 µM), inactives show top-dose activity, negative = active, usual class: inhibitors. Q9HC16. AID 602310. HeLa A3G-eYFP + Vif (tagged APOBEC3G with the HIV-1 protein that degrades it), YFP fluorescence, overnight. hit rate 0.076% among 410,000;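 note: potency is the fitted concentration of half-maximal effect; % is set by controls: 0 for no effect and ±100 for the full control effect; nearly all actives have a fitted effect of over 60% in size; hits raise eYFP signal because A3G escapes Vif-driven loss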
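HeLa cells stably expressing Vif and C-terminally eYFP-tagged A3G, seeded overnight at 37 deg C, then exposed to compound by pintool overnight at 37 deg C. Rise in yellow fluorescence (Ex 488/Em 500-530, Acumen) marks blocked Vif-driven A3G degradation.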
Starred values were filed as active, the others as inactive; u = inconclusive; x = no result given; & = joins results of further samples; [ ] = dose if it differs, or a comment. Unless noted, calls come from the whole dose curve; as a rule, active = well fitted curve in the direction sought with a large enough effect; inconclusive = small, poorly fitted or top-dose-only effect, or another doubt; inactive = no such curve, though single readings can be large; an effect the other way counts as inactive or inconclusive.

structure,PI4K2A block,LDHA block,mIDH1 inhibitor,Glioma ERSR ind,Vif-APOBEC3F blk,TrxR1 substrate,RXFP1 agonist,USP1-UAF1 inh,Vif-A3G inh
Cn1cc(C(=O)N/N=C/C=C/c2ccccc2)ccc1=O,-2,-7,1%,2%,1%,-12%,-0.2%,-11%,4%
COc1cccc(C2c3[nH]c4ccccc4c3C[C@H]3C(=O)N(c4ccccc4C(=O)N4CCCC4C(=O)O)C(=O)N23)c1 (some centres undefined),-3,-6,11%,-2%,-6%,-3%,1.4%,-16%,-2%
CCOC(=O)CNC(=O)C(Cc1ccccc1)NS(=O)(=O)c1ccc2c(c1)CCC(=O)N2 (centres undefined),-5,1,10%,-3%,0%,-2%,x,-10%,0%
CCOC(=O)C(Cc1ccccc1)NC(=O)CNC(=O)CNC(=O)OCc1ccccc1 (centres undefined),9,-6,10%,19%,0%,13%[57.1 µM],-0.1%,0%,-8%
COc1cc(CNCc2ccccn2)ccc1OCc1ccc(Cl)cc1Cl,-1,1,0%,-5%,6%,-8%,1.0%,-7%,-20%
CCc1nc2ccc(C(=O)NCc3ccccc3OC)cn2c1N(CC)CCOC,2,-2,x,-3%,x,x,x,x,-1%
O=C(Cc1ccc(Br)cc1)Nc1ccccc1Sc1ccccc1,4,1,5%,-1%,-2%,2%[57.1 µM],-0.5%,-13%,0%
C[C@H](CO)N1C[C@H](C)[C@@H](CN(C)S(=O)(=O)c2ccc3c(c2)OCCCO3)OCc2cnnn2CCCC1=O,3,-4,7%,-1%,-1%,x,x,-17%,1%
O=C(CC1CCCC1)NNC(=O)c1ccc(Br)cc1,2,-4,-12%,10%,3%,2%,-3.8%,-4%,1%
Cc1ccc(CN2CCN(CC(=O)NCc3ccccc3)CC2)cc1,1,0,-6%,-1%,-29%,-9%,0.6%,0%,1%
Cc1cccc(C(=O)O/N=C/c2ccc(Br)cc2)c1,-5,-1,3%,-2%,-8%,-1%[57.1 µM],0.7%,-19%,0%
CCn1c(=O)n(CC(=O)Nc2cc(OC)c(OC)c(OC)c2)c(=O)c2ccccc21,0,-6,-2%,-4%,7%,-12%,3.4%,5%,2%
CS(=O)(=O)N1CCN(c2ccc([N+](=O)[O-])c(SCc3ccco3)c2)CC1,4,-12,-10%,-4%,-3%,-7%[57.1 µM],-3.0%,-10%,2%
CC1CC(C)CN(S(=O)(=O)N2CCCC(C(=O)NCCc3ccccc3)C2)C1 (centres undefined),1,-3,-8%,-6%,5%,-4%,4.0%,-13%,3%
O=C(CN1CCC(C(=O)c2ccc3c(c2)OCCO3)CC1)NCc1ccc(F)cc1,1,-7,2%,-5%,-25%,-4%,-0.8%,-28%,0%
O=C(Nc1ccc(SC(F)F)cc1)c1cc(-c2cccs2)on1,5,-6,-7%,0%,5%,-4%,5.0%,-10%,2%
Cc1onc(-c2ccccc2)c1C(=O)Nc1nc(-c2ccc(F)c(F)c2)cs1,-18,-1,3%,-6%,-3%,22%[57.1 µM],-1.6%,-10%,-2%
CCN(CC)C(=O)C1=C(C)N(CCCOC)C(=O)C(CC(=O)NCc2ccco2)C1 (centres undefined),-1,-3,-4%,13%,-17%,x,x,-1%,-1%
COc1ccc(CNC(=O)c2cnc3cc(C)ccn3c2=O)cc1,-4&1,-5&-2,-8%&-2%,0%&0%,-11%&-13%,-3%&0%,1.3%&2.4%,-14%&-10%,-5%&-4%
COc1ccc(OC(C)C(=O)Nc2cccc([N+](=O)[O-])c2)cc1 (centres undefined),0,-13,4%,-2%,-9%,-18%,-0.7%,-5%,2%
O=C(CSc1nc(=O)n2ccccc2n1)N1CCCCCC1,3,0,6%,-1%,3%,-15%,11%,-16%,2%
CCOc1ccccc1NC(=O)C(CC(C)C)NC(=O)C1CCCCC1 (centres undefined),3,9,-2%,-1%,0%,3%,1.0%,-6%,-5%
O=C(COC(=O)C1(c2ccccc2F)CCCC1)Nc1ncc(C(F)(F)F)cc1Cl,0,4,5%,-5%,-2%,-5%,-2.2%,-23%,-1%
COc1ccc(Nc2nc(N)nc(CCl)n2)cc1,4,-9,0%,-2%,3%,-4%,0.4%,-10%,-24%
CC1CC(C)(C)NC(=S)N1CC(=O)N1CCN(Cc2ccc3c(c2)OCO3)CC1 (centres undefined),-29,-1,-4%,1%,9%,9%[57.1 µM],0.5%,-2%,2%

Remaining list, next part:
structure,PI4K2A block,LDHA block,mIDH1 inhibitor,Glioma ERSR ind,Vif-APOBEC3F blk,TrxR1 substrate,RXFP1 agonist,USP1-UAF1 inh,Vif-A3G inh
O=C(NCC1CCCO1)c1ccc2c(=O)n(Cc3ccco3)c(SCC(=O)N3CCCC3)nc2c1 (centres undefined),-2,-7,1%,-4%,1%,2%,-2.1%,-27%,5%
CN(C)S(=O)(=O)c1ccc(Cl)c(C(=O)NNC(=O)c2ccc3c(c2)OCO3)c1,-3,1,17%,-2%,-5%,6%,0.4%,-9%,2%
COC1CCC2(C)C(=CCC3C4CC(O)CC4(C)CCC32)C1 (centres undefined),5,1,3%,-5%,0%,10%[11.4 µM],x,-3%,1%
O=C(CC1N=C2c3ccccc3N=C(SCc3cccc(F)c3)N2C1=O)NCc1ccc2c(c1)OCO2 (centres undefined),1,5,17%,3%,-2%,-2%[57.1 µM],6.2%,-9%,-2%
Cc1ccc2c(c1)N(CCC(=O)NCC1COc3ccccc3O1)C(=O)CO2 (centres undefined),1,-1,0%,-3%,-1%,-9%,-1.0%,-6%,-6%
C#CCOCCOCCOCCNc1nc(N2CCOCC2)nc(N2CCN(C(=O)CCCCCCCCCCNC(=O)[C@@H](CCSC)n3cc(CCO)nn3)CC2)n1,-9,0,7%,3%,-4%,-5%,0.0%,-5%,5%
Cc1ccc(OCCCC(=O)Nc2cc(Cl)ccc2-n2cncn2)cc1,1,0,5%,-5%,-16%,-10%,1.2%,-12%,-1%
Cn1cccc1C(=O)NC(=O)COC(=O)c1cc(S(=O)(=O)N2CCCCC2)ccc1Cl,0,1,7%,1%,1%,2%[57.1 µM],-0.5%,-21%,0%
CCN(Cc1cc(=O)oc2cc(C)ccc12)c1ccccc1,5,-3,4%,-2%,2%,-6%,1.4%,-3%,-1%
O=c1[nH]c(Nc2ccc(F)cc2)cc2ccccc12,-51*,19,-5%,-3%,-17%,32%[activator],0.5%,13µM*,-4%
c1cc(-c2ccc(CN3CCOCC3)cc2)n2ccnc2c1,4,-2,x,-2%,x,x,x,x,-3%
CN(CC(=O)Nc1ccccc1Br)C(=O)C(Cc1ccccc1)NC(=O)c1ccccc1 (centres undefined),2,-2,4%,-3%,1%,-1%,-0.6%,-20%,1%
CCOC(=O)c1c(C)oc2c1c(C=NC1CCS(=O)(=O)C1)c(O)c1ccccc12 (centres undefined),-4,23,6%,-4%,-13%,-5%,0.3%,-23%,u
CN(C)CCN(C(=O)/C=C/c1cccs1)c1nc2c(F)cc(F)cc2s1,-5,-3,-1%,-12%,11µM*,12%,0.9%,u,-18%
Cc1cccc(C)c1NC(=O)CSc1nnc(C2CCCCC2)o1,-4,-13,5%,-6%,-31%,-2%,2.3%,-21%,1%
Cc1[nH]nc2c1C(Cc1ccccc1)C(C#N)=C(N)O2 (centres undefined),-9,1,6%,0%,-6%,16%,1.1%,-11%,-6%
COc1cccc(C(O)c2nc(-c3cccc4cccnc34)cs2)c1 (centres undefined),0,-3,x,4%,x,x,x,x,-11%
Cc1cc(C)nc(NC(=O)c2c(F)c(F)c(F)c(C(=O)Nc3cc(C)cc(C)n3)c2F)c1,-2,-1,-5%,-7%,1%,7%,x,-3%,-12%
O=C(O)CSc1nccn1-c1cccc(Cl)c1,10,-2,8%,-4%,-15%,-3%[57.1 µM],0.8%,-15%,2%
OCCCNc1nc(-c2ccc(Br)cc2)nnc1-c1ccc(Cl)cc1,1,1,4%,-1%,0%,-6%,1.8%,-11%,1%
COc1ccc(NC(=S)NC2CC3CCC(C2)N3Cc2ccco2)cc1 (centres undefined),-5,1,3%,1%,16%,5%,-2.0%,-21%,-2%

Some of these compounds in order of number of heavy atoms, largest number first:
structure,PI4K2A block,LDHA block,mIDH1 inhibitor,Glioma ERSR ind,Vif-APOBEC3F blk,TrxR1 substrate,RXFP1 agonist,USP1-UAF1 inh,Vif-A3G inh
CCOC(=O)CNC(=O)C(Cc1ccccc1)NS(=O)(=O)c1ccc2c(c1)CCC(=O)N2 (centres undefined),-5,1,10%,-3%,0%,-2%,x,-10%,0%
O=C(CN1CCC(C(=O)c2ccc3c(c2)OCCO3)CC1)NCc1ccc(F)cc1,1,-7,2%,-5%,-25%,-4%,-0.8%,-28%,0%
CS(=O)(=O)N1CCN(c2ccc([N+](=O)[O-])c(SCc3ccco3)c2)CC1,4,-12,-10%,-4%,-3%,-7%[57.1 µM],-3.0%,-10%,2%

An excerpt, so the mix of outcomes need not match the whole.
